MrgX1 ag: agonists of human MrgX1 receptor. Q96LB2. MrgX1-HEK293 cells, Fluo-4 calcium fluorescence, agonist mode; hits give high values. B-score at 10 µM. 310,000 compounds, 0.44% hits;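 active = calcium response B-score plate-corrected fluorescence ratio at least 3 library SD, with starting fluorescence B-score inside 5 SD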
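Material: MrgX1-expressing HEK293 cells; input: 15,000 cells per well; doses: test compound given as first of three sequential additions; schedule: overnight plating before 1 h dye loading; technique: Fluo-4 NW calcium-flux fluorescence, kinetic read; evaluation: baseline-normalised fluorescence change ratio, B-scored; control set: plate-wise positive and negative controls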
TRPC6 inh: inhibitors of mouse TRPC6 channel; B-score at 10 µM; 310,000 compounds, 1.1% hits; HEK293-TRPC6, membrane potential dye, ACh-evoked depolarization; hits give low values;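 active = B-score under library mean minus 3 SD, initial fluorescence not abnormally high, positive integrated signal ratio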;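 note: B-score derived from integrated fluorescence ratio over the kinetic read; more negative B-score means stronger inhibition of depolarization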
MrgX1 PAM: allosterically activates human MrgX1 receptor signaling. Q96LB2. MrgX1-HEK293, Fluo-4 calcium flux, FDSS; hits give high values. B-score at 10 µM. 310,000 compounds, 0.63% hits. AID 588675;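 active = plate-corrected calcium response at least 3 library SD above typical, normal starting fluorescence, not activating the receptor alone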;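 note: compound read alongside a low EC10 to EC30 dose of BAM8-22 agonist; peak minus trough fluorescence over baseline measured at the second addition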
HIF act: HIF pathway transcriptional activation | U2OS HRE-luciferase reporter, luminescence; normalized: DMSO 0%, desferrioxamine 100% | activation, % at 7.5 µM (by protocol) | 300,000 compounds, 0.32% hits;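 active = mean activation of at least 10% of the iron chelator positive control signal, with at least half of replicates also reaching 10%; inconclusive = mean and replicate majority disagree about reaching 10%; inactive = mean and most replicates under 10%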
RGS4 block: inhibitors of human RGS4; P49798; HEK293 M3R/RGS4 inducible, Fluo-4 calcium flux; hits give high values; triggered by carbachol at its EC20; B-score at 10 µM; 310,000 compounds, 0.45% hits;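 active = B-score, a plate-corrected calcium signal, over three deviations above library mean, with baseline fluorescence within five deviations of library mean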;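 note: RGS4 expression induced by doxycycline in cells with stable M3 receptor; B-score is computed from the integrated fluorescence ratio over baseline after carbachol; higher B-score means a larger calcium signal and so more RGS4 inhibition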
Platelet DG rel: modulates dense granule release in human platelets; human platelet-rich plasma, SFLLRN dense granule ATP release, luminescence; inhibition, %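 (compounds screened at 7.5 µM in platelet-rich plasma)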; 300,000 compounds, 0.22% hits; AID 1663;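 active = mean replicate score, as percent of positive control, at or above 50; inconclusive = mean below 50 but at least one replicate at or above 50; inactive = mean and every replicate below 50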
MrgX1 antagonist: antagonists of human MrgX1 receptor; Q96LB2; MRGX1-HEK293 calcium flux, Fluo-4, BAM8-22 antagonism; hits give low values; B-score at 10 µM; 310,000 compounds, 1.3% hits;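 active = calcium-response B-score plate-corrected more than 3 library SD below zero, starting fluorescence within 5 deviations, no agonist response on first addition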;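 note: peak minus trough fluorescence over baseline after final BAM8-22 challenge near maximal dose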
TRPC6 act: mouse TRPC6 channel activation. 310,000 compounds, 0.13% hits. HEK293-TRPC6 membrane potential dye fluorescence; hits give high values. AID 2550. B-score at 10 µM;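 active = B-score of the integrated fluorescence ratio above library mean plus 3 SD, and starting fluorescence ratio within library mean plus 5 SD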;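 note: higher score means more depolarization so channel activation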
TRPC4 block: inhibitors of mouse TRPC4 channel | HEK293 TRPC4beta/mu-opioid, DAMGO-evoked Fluo4 calcium flux; hits give low values | Q9QUQ5 | B-score at 10 µM | AID 2247 | 300,000 compounds, 0.39% hits;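 active = B-score over 3 SD under the library average, no early fluorescence shift, positive overall ratio signal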
Target sequence (Q9QUQ5 whole entry, looked up): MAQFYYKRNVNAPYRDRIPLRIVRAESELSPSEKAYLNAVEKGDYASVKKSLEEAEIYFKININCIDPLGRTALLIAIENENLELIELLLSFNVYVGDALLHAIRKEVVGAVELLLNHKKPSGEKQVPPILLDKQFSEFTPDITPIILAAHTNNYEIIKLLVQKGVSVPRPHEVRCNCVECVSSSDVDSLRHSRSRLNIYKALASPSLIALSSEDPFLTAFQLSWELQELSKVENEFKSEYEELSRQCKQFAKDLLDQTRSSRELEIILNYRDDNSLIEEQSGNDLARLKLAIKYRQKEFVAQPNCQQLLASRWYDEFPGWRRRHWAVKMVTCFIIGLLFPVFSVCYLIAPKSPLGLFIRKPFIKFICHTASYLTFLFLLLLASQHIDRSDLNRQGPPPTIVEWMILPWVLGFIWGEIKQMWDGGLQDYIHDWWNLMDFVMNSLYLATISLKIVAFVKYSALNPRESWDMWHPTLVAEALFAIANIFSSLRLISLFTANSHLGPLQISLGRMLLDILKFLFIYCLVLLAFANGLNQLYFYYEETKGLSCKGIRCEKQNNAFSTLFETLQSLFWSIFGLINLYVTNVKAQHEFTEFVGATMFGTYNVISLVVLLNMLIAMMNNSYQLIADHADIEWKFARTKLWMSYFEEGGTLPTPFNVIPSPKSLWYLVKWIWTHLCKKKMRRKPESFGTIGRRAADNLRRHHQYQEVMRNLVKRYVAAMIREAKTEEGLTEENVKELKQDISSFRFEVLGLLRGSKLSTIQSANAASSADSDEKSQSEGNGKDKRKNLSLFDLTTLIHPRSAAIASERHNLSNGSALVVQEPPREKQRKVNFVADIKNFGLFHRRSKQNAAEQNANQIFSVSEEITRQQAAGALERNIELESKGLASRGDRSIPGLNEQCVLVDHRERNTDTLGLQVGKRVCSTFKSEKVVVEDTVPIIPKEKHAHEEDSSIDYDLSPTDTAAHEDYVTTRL
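Material: HEK293 cells with stable TRPC4beta plus mu-opioid receptor expression / Probe or stimulus: DAMGO in two steps, submaximal then maximal / Compound: single concentration per test compound / Technique: kinetic Fluo4 fluorescence imaging of calcium influx / Read-out: per-well B score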
RGS4 act: RGS4 potentiation or activation; HEK293 M3R/inducible RGS4, carbachol calcium flux Fluo4; hits give low values; B-score at 10 µM; 310,000 compounds, 0.92% hits;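 active = B-score of the integrated calcium signal more than 4 SD below the library mean, with starting fluorescence not abnormally high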;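 note: negative B-score means reduced calcium response which marks RGS4 activation or potentiation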
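Assay system: Inducible-RGS4 HEK293 cells carrying M3 receptor | Schedule: Compound preincubation 20 min at room temperature before agonist | Signal: Kinetic calcium fluorescence imaging with Fluo4-AM dye, 2 µM | Read-out basis: B score from integrated fluorescence ratio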
SKKanGAS inh: inhibitors of SKKanGAS S. pyogenes growth in kanamycin (SK-promoter or general growth effect) | AID 1662 | BacTiter-Glo, 6 h | 300,000 compounds, 1.3% hits | inhibition, % at 7.5 µM;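 active = mean replicate score, as percent of positive control median, at least 50; inconclusive = mean below 50 but one replicate at or above 50; inactive = mean and every replicate below 50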;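 note: strain carries kanamycin resistance gene driven by streptokinase promoter and grows in 40 µg/ml kanamycin; loss of luminescence reflects streptokinase promoter inhibition or plain growth inhibition; 0% = median of DMSO wells and 100% = positive control at its reference dose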
* = called active by the depositor. Compounds were not picked by outcome; any-hit rate near 6.1%.

For CCN(CC)c1ccc(CNc2nc3ccccc3n2CCN2CCCCC2)cc1 the results were MrgX1 ag inactive, TRPC6 inh -5.9*, MrgX1 PAM inactive, HIF act -0.5, RGS4 block inactive, Platelet DG rel 8, MrgX1 antagonist inactive, TRPC6 act inactive, TRPC4 block inactive, RGS4 act inactive and SKKanGAS inh -7.
COc1ccc(Cc2nnc3sc(SCC(=O)Nc4ccccc4)nn3c2=O)cc1OC was read as MrgX1 ag inactive, TRPC6 inh inactive, MrgX1 PAM inactive, HIF act -0.3, RGS4 block inactive, Platelet DG rel 20, MrgX1 antagonist inactive, TRPC6 act inactive, TRPC4 block inactive, RGS4 act inactive and SKKanGAS inh -12.
Screening COc1ccc(N2CCN(C(=O)CCNS(=O)(=O)c3ccccc3)CC2)cc1 returned MrgX1 ag inactive, TRPC6 inh inactive, MrgX1 PAM inactive, HIF act 0.3, RGS4 block inactive, Platelet DG rel 3, MrgX1 antagonist inactive, TRPC6 act inactive, TRPC4 block inactive, RGS4 act inactive and SKKanGAS inh 4.
For CC(=O)c1ccc(NC(=O)C2CC(=O)N(C(C)C)C2)cc1 (centres undefined) the results were MrgX1 ag inactive, TRPC6 inh inactive, MrgX1 PAM inactive, HIF act 0.9, RGS4 block inactive, Platelet DG rel -2, MrgX1 antagonist inactive, TRPC6 act inactive, TRPC4 block inactive, RGS4 act inactive and SKKanGAS inh -5.
For CC(C)CNC(=S)NNC(=O)CC(C)O (centres undefined) the results were MrgX1 ag inactive, TRPC6 inh inactive, MrgX1 PAM inactive, HIF act -0.1, RGS4 block inactive, Platelet DG rel -3, MrgX1 antagonist inactive, TRPC6 act inactive, TRPC4 block inactive, RGS4 act inactive and SKKanGAS inh -26.
`COc1ccc(NC(=O)C2C(=O)N(CCO)C3(C)CC2c2ccccc2O3)cc1` (centres undefined) gave MrgX1 ag inactive, TRPC6 inh inactive, MrgX1 PAM inactive, HIF act 0.7, RGS4 block inactive, Platelet DG rel 13, MrgX1 antagonist inactive, TRPC6 act inactive, TRPC4 block inactive, RGS4 act inactive and SKKanGAS inh -3.
Cc1cccc(NCC(=O)c2c(N)n(C)c(=O)n(C)c2=O)c1C was read as MrgX1 ag inactive, TRPC6 inh inactive, MrgX1 PAM inactive, HIF act 0.2, RGS4 block inactive, Platelet DG rel 1, MrgX1 antagonist inactive, TRPC6 act inactive, TRPC4 block inactive, RGS4 act inactive and SKKanGAS inh -1.
`Cn1c(=O)[nH]c(=O)c2c1nc(Br)n2CCSc1nnnn1-c1ccccc1` gave MrgX1 ag inactive, TRPC6 inh inactive, MrgX1 PAM inactive, HIF act 0.0, RGS4 block inactive, Platelet DG rel -2, MrgX1 antagonist inactive, TRPC6 act inactive, TRPC4 block inactive, RGS4 act inactive and SKKanGAS inh 2.
`COc1ccccc1C(O)(c1ccccc1)C(CN1CCOCC1)c1ccccc1` (centres undefined) gave MrgX1 ag inactive, TRPC6 inh inactive, MrgX1 PAM 9.1*, HIF act 0.0, RGS4 block inactive, Platelet DG rel -4, MrgX1 antagonist inactive, TRPC6 act inactive, TRPC4 block inactive, RGS4 act inactive and SKKanGAS inh 6.
Screening Cc1ccc(NCCC(=O)c2ccc(Br)cc2)cc1 returned MrgX1 ag inactive, TRPC6 inh inactive, MrgX1 PAM inactive, HIF act 0.4, RGS4 block inactive, Platelet DG rel -7, MrgX1 antagonist inactive, TRPC6 act inactive, TRPC4 block inactive, RGS4 act inactive and SKKanGAS inh -6.
Cc1ccnn1C(C)C(=O)O (centres undefined) was read as MrgX1 ag inactive, TRPC6 inh inactive, MrgX1 PAM inactive, HIF act 1.1, RGS4 block inactive, Platelet DG rel 14, MrgX1 antagonist inactive, TRPC6 act inactive, TRPC4 block inactive, RGS4 act inactive and SKKanGAS inh -10.
`CCCCc1nnc(NC(=O)Cn2cnc3ccccc3c2=O)s1` gave MrgX1 ag inactive, TRPC6 inh inactive, MrgX1 PAM inactive, HIF act -0.5, RGS4 block inactive, Platelet DG rel 9, MrgX1 antagonist inactive, TRPC6 act inactive, TRPC4 block inactive, RGS4 act inactive and SKKanGAS inh 5.
`CCC1(CC)C(=O)NC(=O)NC1=NCCc1ccc(O)cc1` gave MrgX1 ag inactive, TRPC6 inh inactive, MrgX1 PAM inactive, HIF act -0.3, RGS4 block inactive, Platelet DG rel 0, MrgX1 antagonist inactive, TRPC6 act inactive, TRPC4 block inactive, RGS4 act inactive and SKKanGAS inh 4.
CCOC(=O)N1CCN(C(=O)CSc2nc3c(cnn3-c3ccccc3)c(=O)[nH]2)CC1 was read as MrgX1 ag inactive, TRPC6 inh inactive, MrgX1 PAM inactive, HIF act -0.4, RGS4 block inactive, Platelet DG rel 2, MrgX1 antagonist inactive, TRPC6 act inactive, TRPC4 block inactive, RGS4 act inactive and SKKanGAS inh 6.
Screening CC1(NC(=O)c2cc(-c3cccs3)nn2-c2ccccc2)CCS(=O)(=O)C1 (centres undefined) returned MrgX1 ag inactive, TRPC6 inh inactive, MrgX1 PAM inactive, HIF act 0.0, RGS4 block inactive, Platelet DG rel -6, MrgX1 antagonist inactive, TRPC6 act inactive, TRPC4 block inactive, RGS4 act inactive and SKKanGAS inh -1.
For COc1cc(NC(=O)c2cc([N+](=O)[O-])ccc2N2CCOCC2)ccc1NC(=O)c1ccco1 the results were MrgX1 ag inactive, TRPC6 inh inactive, MrgX1 PAM inactive, HIF act -0.4, RGS4 block inactive, Platelet DG rel 11, MrgX1 antagonist inactive, TRPC6 act inactive, TRPC4 block inactive, RGS4 act inactive and SKKanGAS inh -1.
`CN1CCC(=NNC(=O)c2ccc(N(Cc3ccccc3Cl)S(C)(=O)=O)cc2)CC1` gave MrgX1 ag inactive, TRPC6 inh inactive, MrgX1 PAM inactive, HIF act -0.8, RGS4 block inactive, Platelet DG rel -2, MrgX1 antagonist inactive, TRPC6 act inactive, TRPC4 block inactive, RGS4 act inactive and SKKanGAS inh -3.
CC1CN(C(=O)c2cc(S(=O)(=O)N3CCCC3)c(Cl)cc2Cl)CC(C)O1 (centres undefined) was read as MrgX1 ag inactive, TRPC6 inh inactive, MrgX1 PAM inactive, HIF act 1.4, RGS4 block inactive, Platelet DG rel 8, MrgX1 antagonist inactive, TRPC6 act inactive, TRPC4 block inactive, RGS4 act inactive and SKKanGAS inh 7.
`Cc1[nH]nc(SCC(=O)N2CCC(C)CC2)c1[N+](=O)[O-]` gave MrgX1 ag inactive, TRPC6 inh inactive, MrgX1 PAM inactive, HIF act 1.2, RGS4 block inactive, Platelet DG rel -1, MrgX1 antagonist inactive, TRPC6 act inactive, TRPC4 block inactive, RGS4 act inactive and SKKanGAS inh 5.
`CN1CCN(S(=O)(=O)c2cc([N+](=O)[O-])ccc2Cl)CC1` gave MrgX1 ag inactive, TRPC6 inh inactive, MrgX1 PAM inactive, HIF act -0.5, RGS4 block inactive, Platelet DG rel -5, MrgX1 antagonist inactive, TRPC6 act inactive, TRPC4 block inactive, RGS4 act inactive and SKKanGAS inh -3.
For CS(=O)(=O)ON=C1CCN(S(=O)(=O)c2ccccc2)CC1 the results were MrgX1 ag inactive, TRPC6 inh inactive, MrgX1 PAM inactive, HIF act -0.2, RGS4 block inactive, Platelet DG rel 1, MrgX1 antagonist inactive, TRPC6 act inactive, TRPC4 block inactive, RGS4 act inactive and SKKanGAS inh 0.
For COc1cc(NC(=O)C2CC(=O)NC3=C2C(=O)CC(C)(C)C3)c(OC)cc1Cl (centres undefined) the results were MrgX1 ag inactive, TRPC6 inh inactive, MrgX1 PAM inactive, HIF act 0.1, RGS4 block inactive, Platelet DG rel 0, MrgX1 antagonist inactive, TRPC6 act inactive, TRPC4 block inactive, RGS4 act inactive and SKKanGAS inh 3.
`CC(C)c1onc(C(=O)N2CCC(C(N)=O)CC2)c1[N+](=O)[O-]` gave MrgX1 ag inactive, TRPC6 inh inactive, MrgX1 PAM inactive, HIF act 0.2, RGS4 block inactive, Platelet DG rel 20, MrgX1 antagonist inactive, TRPC6 act inactive, TRPC4 block inactive, RGS4 act inactive and SKKanGAS inh 6.
Screening O=C(COc1cccc2cccnc12)N/N=C/c1ccccc1O returned MrgX1 ag inactive, TRPC6 inh inactive, MrgX1 PAM inactive, HIF act 2.7, RGS4 block inactive, Platelet DG rel -2, MrgX1 antagonist inactive, TRPC6 act inactive, TRPC4 block inactive, RGS4 act inactive and SKKanGAS inh 99*.
`O=C(NCC(=O)N1CCOCC1)c1ccc(Cl)cc1` gave MrgX1 ag inactive, TRPC6 inh -9.1*, MrgX1 PAM inactive, HIF act 0.3, RGS4 block inactive, Platelet DG rel -2, MrgX1 antagonist inactive, TRPC6 act inactive, TRPC4 block inactive, RGS4 act inactive and SKKanGAS inh -3.
Screening NS(=O)(=O)c1ccc(NC(=O)c2ccc(CSc3ccccc3)o2)cc1 returned MrgX1 ag inactive, TRPC6 inh inactive, MrgX1 PAM inactive, HIF act inconclusive, RGS4 block inactive, Platelet DG rel -9, MrgX1 antagonist inactive, TRPC6 act inactive, TRPC4 block inactive, RGS4 act inactive and SKKanGAS inh 1.
Screening O=C(Nc1ccccc1N1CCOCC1)c1cccnc1 returned MrgX1 ag inactive, TRPC6 inh inactive, MrgX1 PAM inactive, HIF act -0.2, RGS4 block inactive, Platelet DG rel 7, MrgX1 antagonist inactive, TRPC6 act inactive, TRPC4 block inactive, RGS4 act inactive and SKKanGAS inh -5.
Screening C#CCOCCOCCOCCNc1nc(N2CCN(C(=O)[C@H]([C@@H](C)CC)n3cc([C@@H](N)Cc4ccc(O)cc4)nn3)CC2)nc(N2CCN(C(=O)[C@H]([C@@H](C)CC)n3cc([C@@H](N)CC(C)C)nn3)CC2)n1 returned MrgX1 ag inactive, TRPC6 inh inactive, MrgX1 PAM inactive, HIF act 0.7, RGS4 block inactive, Platelet DG rel 2, MrgX1 antagonist inactive, TRPC6 act inactive, TRPC4 block inactive, RGS4 act inactive and SKKanGAS inh -5.
